Pf growth 48h = P. falciparum growth inhibition at 48 hours (one generation) | P. falciparum luciferase growth in erythrocytes, 48 h | Potency, µM (top dose mostly 28.7 µM), for inactives: top-dose activity change, negative = inhibition, actives largely listed as inhibitors | 5.9% of 310,000 active | AID 504832; note: potency is the fitted concentration of half-maximal effect; % is set by controls: 0 for no effect and ±100 for the full control effect
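Luciferase-expressing parasites in RBCs, 2% Hct / 0.1% parasitemia final; RPMI 1640 + 0.5% Albumax; 37 C, 5% CO2, one generation; luminescence read-out, lower signal = inhibition.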
CHX counter = affects cycloheximide protein synthesis inhibition readout, counter-screen; cell reporter, cycloheximide protein synthesis inhibition counterscreen; max response, %; 12% of 300,000 active; AID 2314; in the data active = max response mostly above about 13%, no sharp cut-off; inactive = mostly below about 14%; note: read at 38.3 µM for the half of the compounds with a filed dose; 0% is about no effect
Pf growth 96h = inhibits malaria parasite growth, 96 h. 6.9% of 320,000 active. P. falciparum luciferase reporter growth, 96 h. Potency, µM (titrated, usually from 28.7 µM), without a hit: at the top dose activity change, negative = inhibition, actives largely listed as inhibitors; note: potency is the fitted concentration of half-maximal effect; % is set by controls: 0 for no effect and ±100 for the full control effect
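P. falciparum expressing integrated firefly luciferase, in erythrocytes at 2% hematocrit, 0.05% parasitemia, incubated with compounds 96 h at 37 C, 5% CO2. Growth inhibition read as loss of luminescence; two-generation exposure targets delayed-death apicoplast inhibitors.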
Shiga toxin inh = Shiga toxin inhibition | Vero cells, Shiga toxin protein synthesis inhibition reporter | 9.2% of 290,000 active | inhibition, % at 38.7 µM | AID 2315; in the data active = inhibition mostly above about 28%, no sharp cut-off; inactive = mostly below about 43%; note: 0% is about no effect
FBPA Giardia inh = inhibitors of Giardia lamblia fructose-1,6-bisphosphate aldolase; A8B2U2; purified Giardia FBPA; Potency, µM (highest dose often 59.6 µM), for inactives: top-dose activity, negative = inhibition, most hits filed as inhibitors; 0.71% of 290,000 active; AID 2451; note: potency is the fitted concentration of half-maximal effect; % is set by controls: 0 for no effect and ±100 for the full control effect; nearly all actives have a fitted effect of over 55% in size
Target sequence (A8B2U2 whole entry, looked up): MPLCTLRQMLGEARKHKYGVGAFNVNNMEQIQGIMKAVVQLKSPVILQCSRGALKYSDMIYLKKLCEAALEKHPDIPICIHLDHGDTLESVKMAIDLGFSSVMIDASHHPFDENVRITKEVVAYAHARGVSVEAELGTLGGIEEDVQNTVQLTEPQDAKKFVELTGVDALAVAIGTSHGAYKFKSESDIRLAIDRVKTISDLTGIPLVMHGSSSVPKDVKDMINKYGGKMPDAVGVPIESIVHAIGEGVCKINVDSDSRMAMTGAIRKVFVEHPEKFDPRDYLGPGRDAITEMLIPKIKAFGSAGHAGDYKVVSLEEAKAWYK
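Giardia FBPA (40 nM reagent) was preincubated 10 min at RT with compound (up to 57.5 uM final), then substrate plus GAPDH/TPI/NAD/arsenate coupling system with diaphorase/resazurin was added; resorufin fluorescence (525/598 nm) was read after 20 min.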
HCV inh = HCV inhibition; Huh7.5.1 HCVcc-Cre infection, luciferase reporter, 44 h; Potency, µM (highest dose often 41.8 µM), without a hit: at the top dose activity change, negative = inhibition, hits mostly inhibitors; 3.4% of 340,000 active; note: potency is the fitted concentration of half-maximal effect; % is set by controls: 0 for no effect and ±100 for the full control effect
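Seed cells (1,000/well) for 4 h; treat with compound and infect with HCVcc-Cre, moi about 0.5. Incubate 44 h, then detect luciferase activity.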
Numbers without * were called inactive; u = inconclusive; x = no result given; & = joins results of further samples; [ ] = remark or other dose. Unless noted, calls come from the whole dose curve; as a rule, active = well fitted curve in the direction sought with a large enough effect; inconclusive = small, poorly fitted or top-dose-only effect, or another doubt; inactive = no such curve, though single readings can be large; an effect the other way counts as inactive or inconclusive.

Compound,Pf growth 48h,CHX counter,Pf growth 96h,Shiga toxin inh,FBPA Giardia inh,HCV inh
CCc1ccccc1NC(=O)CSc1nc2n[nH]c(C)c2c(=N)n1-c1ccc(OC)cc1,u,-1.2,31.8%[activator],-6.9,2.4%,11.2µM*
CCC(NC(=O)c1cc(COc2ccc(C)nc2)on1)c1ccc(C)cc1 (stereo unspecified),-10.2%,-2.6,76.4%[activator],-34.6,x,u
CCCSCCCNC(=O)c1ccc(C)c(NC(=O)C2=C(C)OCCS2)c1,u,-0.4,-15.4%,-5.7,6.2%,-16.8%
O=C(O)c1ccc(NCc2ccncc2)cc1,x,-2.2,9.9%,1.2,-4.4%,-9.3%
COc1ccc(NC(=O)CN(C)C(=O)c2oc3c(ccc4ccccc43)c2C)cc1,0.185µM*,x,0.185µM*,x,x,u
CC(C)(C)c1ccc(-n2ncc3c2CCCC3NC(=O)c2csnn2)cc1 (stereo unspecified),u,5.4,12.7%,11.9,-3.5%,4.9%
Cc1ccc(NC(=O)Cc2nnc(SCC(=O)NC3CCCC3)n2C)cc1,3.4%,-3.1,10.9%,-4.7,-0.7%,0.1%
CCOc1ccc(C(=O)Nc2nc(C)cc(C)n2)cc1[N+](=O)[O-],39.2%[activator],-4.0,-11.7%,2.9,2.1%,-7.2%

Continuation:
Compound,Pf growth 48h,CHX counter,Pf growth 96h,Shiga toxin inh,FBPA Giardia inh,HCV inh
Brc1ccccc1OCCOCCOc1cccc2cccnc12,8.8%,1.8,u,23.7,-6.2%,-25.8%
COc1ccc(CCNC(=O)c2[nH]c(C)c(C(C)=O)c2C)cc1OC,-9.9%,-1.4,u,0.2,2.0%,u
O=C(c1noc2c1CCCC2)N1CCN(C(c2ccccc2)c2ccccc2)CC1,u,-2.7,23.3%,13.3,6.8%,u
COc1ccc(N(C(=O)c2cnccn2)C(C(=O)NC2CCCCC2)c2ccccc2)cc1 (stereo unspecified),-16.3%,5.9,-14.3%,-19.8,7.6%,24.7%
COc1ccc(OCCn2cncn2)cc1,x,-1.6,-9.2%,-17.1,-20.3%,13.8%
Cc1ccc(S(=O)(=O)Oc2ccc(N3C(=O)C4C5CCC(C5)C4C3=O)cc2)cc1 (stereo unspecified),u,17.8,27.0%,12.4,0.2%,u
O=c1[nH]c(=S)[nH]c2nc(-c3cccs3)cc(C(F)(F)F)c12,x,-3.2,-2.6%,-9.7,-10.0%,1.5%
COc1ccc(NC(=O)CN(C)C(=O)C(C)Oc2ccc(Br)cc2)cc1 (stereo unspecified),10.1%,x,-6.5%,x,x,-15.3%

(more compounds)
Compound,Pf growth 48h,CHX counter,Pf growth 96h,Shiga toxin inh,FBPA Giardia inh,HCV inh
O=C(Nc1nc2ccccc2s1)c1ccc(F)cc1,112.7%[activator],31.7*,35.7%[activator],81.6*,-11.5%,u
CCCSc1nc2c(c(=O)n(C)c(=O)n2C)n1Cc1ccc(C)cc1,u,-0.5,13.1µM*,8.3,4.1%,u
O=C(Cc1ccc2c(c1)OCCO2)Nc1ccc(Cl)c(S(=O)(=O)N2CCOCC2)c1,u,x,9.28µM*,x,x,u
O=C(O)/C=C/c1cn(-c2ccccc2)nc1-c1cc2ccccc2oc1=O,24.6%,22.3*,28.9%,41.5*,6.5%,7.1%
CCc1ccc(Cn2nnc(C(=O)NCc3ccccc3OC)c2N)cc1,x,-0.2,37.3%[activator],-9.5,2.4%,6.6%
O=C1CC(c2ccccc2)CC(=O)C1Sc1ccc(Cl)cc1 (stereo unspecified),17.6%,-2.2,-8.9%,16.1,7.7%,16.7%
CC1=NN(c2ccccc2)C(=O)C1C(=O)c1ccc(Cl)cc1 (stereo unspecified),10.8%,8.1,44.2%[activator],-9.6,-1.7%,-21.1%
C/C(=N\NC(=O)C(N)=O)c1ccc(NC(=O)c2cccs2)cc1,63.3%[activator],33.1*,152.1%[activator],68.9*,-6.3%,-9.8%

Later entries.
Compound,Pf growth 48h,CHX counter,Pf growth 96h,Shiga toxin inh,FBPA Giardia inh,HCV inh
CCS(=O)(=O)N1Cc2ccccc2CC1C(=O)Nc1nc2c(C)cccc2s1 (stereo unspecified),36.2%[activator],27.4*,u,60.5*,0.1%,u
Cc1cccc(C)c1OCC(=O)NC1CC1,2.94µM*,-3.9,2.5%,-16.2,x,17.5%
Cc1ccc(S(=O)(=O)Nc2ccccc2CNc2ccc(Br)cn2)cc1,11.7µM*,7.1,10.4%,8.1,-8.0%,u
CC(C)N(Cc1cn[nH]c1-c1ccc(-c2ccccc2)cc1)Cc1nccn1C,u,-1.6,-27.2%,18.3,0.0%,-6.8%
CCCNC(=O)CN1C(=O)NC(Cc2c[nH]c3ccccc23)C1=O (stereo unspecified),28.3%,0.5,23.2%,-6.8,3.0%,21.8%
O=C(CCS(=O)(=O)Cc1ccc(Cl)cc1)NCCCN1CCN(c2ccccc2F)CC1,x,-0.4,u,-14.5,7.9%,u
CC(Sc1ncnc2sc(-c3ccccc3)cc12)C(=O)N1CCNC1=O (stereo unspecified),u,x,-1.0%,x,x,u
CCC1SC(N)=NC1=O (stereo unspecified),10.9%,-4.1,x,-27.1,0.5%,15.5%

Additional structures follow.
Compound,Pf growth 48h,CHX counter,Pf growth 96h,Shiga toxin inh,FBPA Giardia inh,HCV inh
COc1ccc(CCNC(=O)c2nnc(CS(=O)(=O)c3ccccc3)o2)cc1OC,2.33µM*,-0.6,21.2%,5.8,16.6%,-19.9%
CC1=C(C(=O)Nc2cccnc2)C(c2ccncc2)n2nnnc2N1 (stereo unspecified),u,-3.1,6.6%,-13.3,-0.4%,4.9%
O=C(N=C1SC2CS(=O)(=O)CC2N1Cc1ccc(Cl)cc1)C1CC1 (stereo unspecified),4.2%,-2.3,13.2%,-4.2,-6.5%,-3.3%
CCOC(=O)c1ccc(NC=C2C(=O)OC3(CCCCC3)OC2=O)cc1,23.9%,0.5,38.4%[activator],-28.4,1.9%,-3.2%
COc1cc(/C=N/S(=O)(=O)c2ccccc2)cc(OC)c1O,22.3%,23.8,29.4%,-3.2,-29.6%,9.6%
COc1cc(/C=N/NC(=O)c2cn(-c3cccc(C)n3)cn2)ccc1O,-20.1%,4.3,12.6%,11.3,-3.2%,u
O=C(COc1ccccc1)NNC1=NS(=O)(=O)c2ccccc21,0.4%,6.6,u,-8.1,3.7%,-1.0%
O=C(COc1cccc2cccnc12)Nc1nccs1,126.6%[activator],33.5*,58.1%[activator],53.0*,12.3%,-10.0%

Additional structures follow:
Compound,Pf growth 48h,CHX counter,Pf growth 96h,Shiga toxin inh,FBPA Giardia inh,HCV inh
O=C(NCc1ccc2c(c1)OCO2)C(=O)NCC1OCCN1S(=O)(=O)c1ccc(Br)cc1 (stereo unspecified),u,-1.8,u,13.5,4.6%,10µM*
COc1ccccc1Nc1nc(N)nc(CSCCO)n1,10.0%,-2.4,-1.1%,-1.5,-6.4%,2.2%
CCN(c1ccccc1)S(=O)(=O)c1cc(C(=O)Nc2ccccc2Cl)ccc1F,-4.2%,-0.9,2.94µM*,2.2,1.2%,u
COc1ccc(-c2ccc(-c3nnc(Cc4ccc(OC)c(OC)c4)o3)cc2)cc1,-16.8%,-1.1,u,28.6,9.8%,-9.1%
NC(=O)c1cnn2c1NC(c1ccc(F)cc1)CC2C(F)(F)F (stereo unspecified),-13.8%,-0.8,11.9%,-2.9,5.2%,10.6%
CCOC(=O)c1c(C)c2c(n1C)CCC/C2=N\O,21.8%,11.7,11.7µM*,17.6,4.5%,7.2%
Cc1ccc(-c2c[nH]c(=S)n2-c2ccccc2)cc1,u,10.2,112.6%[activator],18.6,-1.5%,7.1%
COc1ccc(OCC(=O)OCC(=O)N2CC(=O)Nc3ccccc32)cc1,24.2%,2.0,39.3%[activator],-10.2,3.0%,5.8%

(cont.)
Compound,Pf growth 48h,CHX counter,Pf growth 96h,Shiga toxin inh,FBPA Giardia inh,HCV inh
CCCN(CC(=O)Nc1ccccc1C)C(=O)C1CCN(S(=O)(=O)c2cccc(C(F)(F)F)c2)CC1,-17.7%,x,u,x,x,1.0%
CCCn1c(N)c(N(CCOC)C(=O)/C=C/c2cccc(Cl)c2)c(=O)[nH]c1=O,13.2%,8.0,16.5%,-8.5,5.9%,22.6%
Cc1csc2c(NC3CCN(Cc4ccccc4)CC3)ncnc12,-10.0%,-1.3,-20.0%,2.1,3.7%,u
CCCC(c1nnnn1CS(=O)(=O)c1ccc(C)cc1)N1CCN(c2ccc(F)cc2)CC1 (stereo unspecified),16.5µM*,-0.4,u,-4.6,-9.0%,15.3%&14.8%
O=C(Nc1cccc(Cl)c1)N1C[C@H]2C[C@@H](C1)c1cccc(=O)n1C2,1.2%,-3.9,35.5%[activator],1.3,21.9%,2.6%
CC(C)CCNC(=O)NC(=O)COC(=O)/C=C/c1cccc([N+](=O)[O-])c1,271.8%[activator],-3.7,12.3%,20.7,1.4%,20.0%
C/C=C/c1cc(CN2CCN(c3ccccc3)CC2)c(O)c(OC)c1,1.31µM*,-1.5,1.65µM*,20.2,-13.0%,9.6%
C/C(=C\c1ccccc1)C(=O)N1CCN(Cc2ccc3c(c2)OCO3)CC1,-6.2%,-2.5,-15.4%,-8.9,5.4%,-29.2%

(list continues)
Compound,Pf growth 48h,CHX counter,Pf growth 96h,Shiga toxin inh,FBPA Giardia inh,HCV inh
CS(=O)(=O)N(CCc1ccccc1)CC(=O)NCc1ccco1,-2.3%,-1.9,0.0%,-7.8,-2.2%,9.7%
N#Cc1ccc(CN2CCN(C(=O)c3ccc(S(=O)(=O)N4CCCCCC4)cc3)CC2)cc1,13.1µM*,x,u,x,x,7.94µM*
COc1ccc(NS(=O)(=O)c2cc(-c3cnc(C4CC4)o3)ccc2C)cc1,u,-10.8,u,-8.2,x,u
Cc1cccc(-n2c(C)c(-c3ccccc3)[nH]c2=S)c1,u,2.8,9.28µM*,4.4,21.9%,u
C=C1CCN([C@H](C(=O)NCc2cc(OC)c(OC)c(OC)c2)C(C)C)S(=O)(=O)c2ccccc21,u,-3.9,u,-4.2,0.4%,11.5%
Cc1cccc(N(C)S(=O)(=O)c2c[nH]c3ccc([N+](=O)[O-])cc23)c1,22.2%,-8.0,u,-6.2,x,-28.6%
CCC1(CC)C(=O)NC(=O)NC1=NCCc1c[nH]c2ccccc12,-11.1%,-4.8,-5.3%,-6.1,-2.2%,10.7%
CCc1cc(=O)oc2c3c(cc(OCC(=O)NC4CC4)c12)OC(C)(C)CC3,u,0.8,4.15µM*,-4.9,16.2%,0.794µM*
COc1cc(OC)cc(C(=O)NCCN2C(=O)S/C(=C\c3cccs3)C2=O)c1,1.5%,13.9,0.0%,22.7,-0.2%,8.91µM*

Four of the compounds above, with values under each structure.
Order of values: Pf growth 48h | CHX counter | Pf growth 96h | Shiga toxin inh | FBPA Giardia inh | HCV inh
N#Cc1ccc(CN2CCN(C(=O)c3ccc(S(=O)(=O)N4CCCCCC4)cc3)CC2)cc1
→ 13.1µM* | x | u | x | x | 7.94µM*
COc1ccc(NS(=O)(=O)c2cc(-c3cnc(C4CC4)o3)ccc2C)cc1
→ u | -10.8 | u | -8.2 | x | u
Cc1cccc(-n2c(C)c(-c3ccccc3)[nH]c2=S)c1
→ u | 2.8 | 9.28µM* | 4.4 | 21.9% | u
C=C1CCN([C@H](C(=O)NCc2cc(OC)c(OC)c(OC)c2)C(C)C)S(=O)(=O)c2ccccc21
→ u | -3.9 | u | -4.2 | 0.4% | 11.5%

Bioassay records: PubChem, National Center for Advancing Translational Sciences (NCATS)
